Menin MLL FP TR: inhibitors of human menin-MLL interaction, mutant MLL peptide | Potency, µM (titrated, usually from 61.6 µM), for inactives: at the top dose FP activity change, negative = inhibition, hits mostly inhibitors | AID 1768 | actives 0.23% (n = 270,000) | Menin + Texas Red MLL mutant peptide, fluorescence polarization; active = well fitted inhibition curve with a large enough effect in the polarisation, with a control signal flat, not every such curve was filed as active; inconclusive = small, poorly fitted or top-dose-only effect, or effect the other way, or a change in a side signal; inactive = no such curve, though single readings can be large or run the other way; the % refers to the polarisation; also: potency is read from the fitted curve at half-maximal effect; % of control where 0% means no effect; many of its hits are not listed in these tables
MLL CXXC-DNA inh: MLL CXXC-DNA interaction inhibition; Q03164; MLL-CXXC / FITC-HOXA9 DNA fluorescence polarization; Potency, µM (series often up to 115 µM), for the others: at the top dose activity change, negative = inhibition, hits mostly inhibitors; actives 0.037% (n = 290,000); active = well fitted inhibition curve with a large enough effect in the polarisation, with a control signal flat, not every such curve was filed as active; inconclusive = small, poorly fitted or top-dose-only effect, or effect the other way, or a change in a side signal; inactive = no such curve, though single readings can be large or run the other way; the % refers to the polarisation; also: potency is read from the fitted curve at half-maximal effect
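Fluorescence polarization: 7 uM MLL-CXXC (stock) preincubated 5 min with compounds, then 50 nM fluorescein-HOX-A9 DNA (stock) added; 30 min ambient. Buffer 50 mM Tris-HCl pH 7.5, 50 mM NaCl, 1 mM DTT, 0.05% BSA.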
Mito fusion act: mitochondrial division inhibition or fusion activation | S. cerevisiae fusion-defective mutant growth rescue, CellTiterGlo 48 h | Potency, µM (series often up to 46.1 µM), inactives show at the highest dose growth rescue (activation), hits mostly activators | actives 0.23% (n = 320,000) | AID 485298;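 also: potency is read from the fitted curve at half-maximal effect; % of control where 0% means no effect; nearly all actives have a fitted effect of over 45% in size; temperature-sensitive fusion mutants such as fzo1-1 at 37 °C on non-fermentable ethanol glycerol medium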
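Read-out: ATP-based luminescence (CellTiterGlo, 10 min ambient) reporting growth of fusion-defective ts yeast after 48 hours at 37C on glycerol/ethanol YPEG medium in the presence of compound.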
Integrin act MD: integrin-mediated muscular dystrophy alleviation activation; alpha7betagal myoblasts, beta-gal FDG fluorescence, 48 h; Potency, µM (series often up to 38.3 µM), inactives show at the top dose activation, most hits filed as activators; actives 0.064% (n = 350,000); AID 624291;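 also: potency is read from the fitted curve at half-maximal effect; 100% = response of the positive control SU9516; nearly all actives have a fitted effect of over 60% in size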
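Alpha7betagal+/- myoblasts (passage 13) were plated 16-24 hr, then exposed to compounds (1:260 dilution of DMSO stock) for 48 hours at 37C. After MPER lysis, β-galactosidase reporter activity was read as FDG fluorescence (ex 480/em 540) after 30 minutes.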
TCR act: activates T cell receptor signaling. Potency, µM (top dose mostly 9.22 µM), for inactives: at the top dose activation of IL-2 secretion, usual class: activators. 330,000 tested, under 10 active. primary human leukocytes, anti-CD3, IL-2 HTRF, 48 h; also: % of control where 0% means no effect
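HTRF read-out of IL-2 secretion: europium cryptate donor excited at 320nm, d2 acceptor emission at 665nm. Cells were primary human leukocytes incubated 48 hr with compounds and a-CD3 beads, supplying TCR signal only.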
TSHR antagonist: blocks TSH signaling through the human TSH receptor. P16473. TSHR-expressing cells, TSH-stimulated cAMP HTRF, 2 h; active compounds read low. activity change, negative = inhibition, % at 11.5 µM. actives 0.2% (n = 330,000). AID 504810;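 active = activity change below a set negative limit, meaning inhibition stronger than a set level, cut at about -70% in these data; inconclusive = activity change between two set negative limits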; also: % is scaled to controls: 0 for no effect and ±100 for the full control effect
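Freshly harvested TSHR cells receive pin-tooled compound, then EC80 TSH at 4nM final. After 2 hours at 37 deg C, antibody in lysis buffer and cAMP-d2 are added; 30 minutes at ambient temperature precede the HTRF read.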
PTAP TSG101 blk: blocks PTAP/TSG101 interaction to inhibit HIV-1 budding | Q99816 | Fluorescence polarization, FITC-PTAP peptide / Tsg101 binding | Potency, µM (series often up to 115 µM), inactives show at the highest dose activity change, negative = inhibition, actives largely listed as inhibitors | 340,000 tested, under 10 active; active = well fitted inhibition curve with a large enough effect in the main read-out, with a control signal flat, not every such curve was filed as active; inconclusive = small, poorly fitted or top-dose-only effect, or effect the other way, or a change in a side signal; inactive = no such curve, though single readings can be large or run the other way; also: potency is read from the fitted curve at half-maximal effect; % of control where 0% means no effect
Target sequence (Q99816 whole entry, looked up): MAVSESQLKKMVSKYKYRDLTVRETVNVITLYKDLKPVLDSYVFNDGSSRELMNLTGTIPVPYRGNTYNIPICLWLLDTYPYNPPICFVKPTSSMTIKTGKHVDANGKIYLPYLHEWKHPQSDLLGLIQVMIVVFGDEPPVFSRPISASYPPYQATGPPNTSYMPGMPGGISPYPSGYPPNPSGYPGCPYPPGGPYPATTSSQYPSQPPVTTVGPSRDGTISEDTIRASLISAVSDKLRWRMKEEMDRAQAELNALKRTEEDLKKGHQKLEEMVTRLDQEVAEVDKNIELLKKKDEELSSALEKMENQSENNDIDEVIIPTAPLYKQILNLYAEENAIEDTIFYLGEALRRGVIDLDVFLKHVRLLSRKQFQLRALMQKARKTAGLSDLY
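Fluorescence polarization binding of Tsg101 binding domain (10 uM final) to FITC-labeled PTAP peptide (50 nM final) in HEPES pH 7.5 buffer with NaCl, Tween 20, EDTA, TCEP. Compounds added before peptide; binding 20 min at RT.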
A-T KAP1 phos: potential ataxia-telangiectasia treatment; actives 0.19% (n = 320,000); Potency, µM (doses to about 57.5 µM), without a hit: at the highest dose activation, actives largely listed as activators; […] A-T fibroblasts, KAP-1 phosphorylation AlphaLISA; neocarzinostatin DNA damage 30 min before lysis; also: potency is read from the fitted curve at half-maximal effect; % of control where 0% means no effect; nearly all actives have a fitted effect of over 45% in size
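hTERT-immortalized A-T patient fibroblasts ([…]), 500 cells/well in OPTI-MEM, 1% FBS, got compounds for 60 min, then NCS for 30 min at 37C. Lysates were then assayed for phospho-KAP-1 by AlphaLISA (anti-pKAP1 donor, anti-KAP1 acceptor beads), 6 hr at 25C.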
S-ASM inh: inhibitors of human secretory acid sphingomyelinase. actives 0.006% (n = 340,000). placental ASM, HMU-PC fluorogenic substrate, 60 min. AID 504937. Potency, µM (top dose mostly 57.5 µM), for inactives: at the highest dose activity change, negative = inhibition, actives largely listed as inhibitors. P17405; also: potency is read from the fitted curve at half-maximal effect
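Human placenta-derived ASM preincubated with compound 10 min at room temperature, then reacted with 9 uM (final) fluorogenic HMU-PC substrate for 60 min at 37 C. Stop solution raises pH to 10; fluorescence read at Ex 386/Em 447 nm.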
MBNL1 CUG block: MBNL1-poly(CUG) RNA binding inhibition | Q9NR56 | AID 2675 | TR-FRET MBNL1-His/biotin-(CUG)12 binding, 665/545 ratio | actives 0.036% (n = 280,000) | Potency, µM (highest dose often 57.5 µM), without a hit: at the top dose activity change, negative = inhibition, most hits filed as inhibitors; active = well fitted inhibition curve with a large enough effect in the signal ratio, with a control signal flat, not every such curve was filed as active; inconclusive = small, poorly fitted or top-dose-only effect, or effect the other way, or a change in a side signal; inactive = no such curve, though single readings can be large or run the other way; the % refers to the signal ratio; also: potency is read from the fitted curve at half-maximal effect; % is scaled to controls: 0 for no effect and ±100 for the full control effect
Target sequence (Q9NR56 whole entry, looked up): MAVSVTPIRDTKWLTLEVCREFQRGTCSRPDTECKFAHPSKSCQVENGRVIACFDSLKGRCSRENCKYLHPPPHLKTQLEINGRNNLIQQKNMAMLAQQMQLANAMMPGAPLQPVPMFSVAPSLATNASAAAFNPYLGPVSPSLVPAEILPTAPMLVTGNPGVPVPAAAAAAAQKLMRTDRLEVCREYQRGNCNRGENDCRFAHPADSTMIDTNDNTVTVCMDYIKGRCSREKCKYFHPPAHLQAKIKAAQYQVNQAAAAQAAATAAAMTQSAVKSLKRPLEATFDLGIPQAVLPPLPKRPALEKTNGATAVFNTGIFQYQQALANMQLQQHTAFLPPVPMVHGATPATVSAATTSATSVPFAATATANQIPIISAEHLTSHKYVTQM
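Compounds (final 92 nM to 58 uM) are added to His-tagged MBNL1 and biotin-(CUG)12, then terbium anti-His antibody and streptavidin-XL665 (5 nM final). After 60 min at room temperature, the 665/545 nm ratio is read.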
Numbers without * were called inactive; ? = inconclusive; . = not tested or not shown; [ ] = dose if it differs, or a comment. Unless noted, calls follow the shape of the dose curve; as a rule, active = well fitted curve in the direction sought with a large enough effect; inconclusive = small, poorly fitted or top-dose-only effect, or another doubt; inactive = no such curve, though single readings can be large; an effect the other way counts as inactive or inconclusive. Some of the compounds tested (hit frequency here may not be typical).

Structure,TSHR antagonist,MBNL1 CUG block,Menin MLL FP TR,TCR act,Mito fusion act,Integrin act MD,S-ASM inh,PTAP TSG101 blk,A-T KAP1 phos,MLL CXXC-DNA inh
CCOC(=O)N1CCN(Cc2nc(N)nc(Nc3ccc(Oc4ccccc4)cc3)n2)CC1,-9,-10%,7%,2%,-3%,-14%,-4%,-1%,4%,8%
CC(C)Oc1ccc(C(=O)Nc2ccc3c(c2)n(C)c(=O)n3C)cc1,-8,-6%,6%,-4%,3%,-7%,-3%,-4%,3%,3%
Cc1ccc(S(=O)(=O)N(Cc2cccc(C(F)(F)F)c2)C(=O)N2CCN(C)CC2)cc1,-1,.,.,.,3%,4%,2%,1%,1%,.
O=C(Cc1n[nH]c(=O)[nH]c1=O)N/N=C/c1c(O)ccc2ccccc12,24,?,14%,1%,9%,-5%,23%,0%,5%,-7%
Cc1cc(Cl)ccc1OCC(=O)OC(C)C(=O)NC(N)=O (centres undefined),31,-6%,-17%,-2%,-1%,20%,1%,-5%,15%,0%
COc1ccc(C2CC(c3ccccc3O)=NN2C(=O)c2ccccc2)cc1OC (centres undefined),5,4%,-1%,-2%,-1%,-20%,-15%,-6%,7%,?
COc1cc(/C=N/NC(=O)c2cccc(S(=O)(=O)N3CCOCC3)c2)cc(OC)c1O,2,9%,19%,4%,2%,-10%,0%,4%,13%,13%
Cc1ccc(C2NNC(=O)C2NC(=O)c2ccccc2)cc1 (centres undefined),2,-2%,-9%,-3%,-2%,22%,4%,1%,3%,-2%
O=c1[nH]c(/C(Cl)=C/c2cc(Cl)ccc2O)nc2cc(Cl)ccc12,-16,.,?,1%,22%,-24%,-5%,7%,-5%,-2%
CC1=CC=CN2C1=NC(=O)CC2(C)C(=O)N(CC(=O)NC1CCCC1)Cc1ccccc1 (centres undefined),6,8%,2%,-3%,3%,-22%,69%[activator],-5%,-6%,-5%
CCCNC(=O)C1CCN(c2nc(C)cc(C)n2)CC1,2,0%,-2%,-1%,-2%,14%,-1%,-5%,-3%,-1%
COc1ccc(C(=O)NC2CC2)cc1OC1CCN(C(C)CSC)CC1 (centres undefined),14,-9%,0%,0%,-10%,-5%,1%,-14%,-4%,-7%
O=C(CSCc1cccc(CSCC(=O)Nc2ccc3ccccc3c2)n1)Nc1ccc2ccccc2c1,-9,3%,-19%,1%,3%,-11%,-8%,-10%,3%,-4%
Cc1ccc(Cn2ncc3c(N4CCN(c5ccc(C)cc5)CC4)ncnc32)cc1,-7,-9%,-18%,1%,0%,3%,-7%,-4%,4%,-1%
Cc1cc(Cl)ccc1NC(=O)NC1CCN(S(=O)(=O)c2ccc(F)cc2)CC1,5,-6%,20%,-2%,0%,38%,-8%,-6%,-5%,5%
COc1ccc(COC(=O)C2CCN(S(=O)(=O)c3ccc(Cl)cc3)CC2)cc1,-15,.,.,5%,12%,18%,0%,7%,17%,.
CC(C)(C)OC(=O)NCCCC[C@H](NC(=O)c1nc[nH]c1C(=O)N1CCN(C(=O)OC(C)(C)C)CC1)C(=O)OC(C)(C)C,-6,5%,?,0%,-2%,0%,1%,0%,4%,3%
CCOc1ccc(C(CC(=O)O)NC(=O)c2ccco2)cc1 (centres undefined),-5,-3%,8%,-2%[46.1 µM],-2%,-22%,5%,-9%,2%,-1%
CC1CN(C(=O)/C=C/c2ccccc2[N+](=O)[O-])CC(C)O1 (centres undefined),-7,?,-15%,8%,2%,-3%,-1%,2%,-2%,-4%
Cc1ccc(C2OC(=O)C=C2c2ccccc2)cc1 (centres undefined),-1,.,.,-1%,-16%,7%,3%,-1%,19%,.
CCOC(=O)N1CCN(S(=O)(=O)c2ccc(OC)c(Cl)c2Cl)CC1,7,3%,-4%,3%,6%,-12%,-3%,-2%,4%,-3%
O=[N+]([O-])c1cccc(-c2nc(NCc3ccccc3)c3ccccc3n2)c1,-8,6%[11.5 µM],?,-2%[46.1 µM],3.2µM*,-20%,9%,-4%,5%,-2%
Cc1noc(NC(=O)c2ccc(Cl)cc2)c1Cl,-20,-1%,1%,1%,-7%,5%,2%,-3%,?,-9%
Cc1cc(C)c2c(CN3CCN(C)CC3)cc(=O)oc2c1,2,-3%,3%,0%,-1%,16%[7.66 µM],-10%,0%,-2%,-5%
Cc1ccccc1C(=O)NCCc1nnc(SCC(=O)Nc2nc(-c3ccccc3)cs2)n1C,-17,11%,-13%,2%[46.1 µM],-1%,-14%,2%,1%,3%,-3%

Shown as a hit in Mito fusion act, of those listed so far:
mol	TSHR antagonist	MBNL1 CUG block	Menin MLL FP TR	TCR act	Mito fusion act	Integrin act MD	S-ASM inh	PTAP TSG101 blk	MLL CXXC-DNA inh
O=[N+]([O-])c1cccc(-c2nc(NCc3ccccc3)c3ccccc3n2)c1	-8	6%[11.5 µM]	?	-2%[46.1 µM]	3.2µM*	-20%	9%	-4%	-2%

The listing continues:
Structure,TSHR antagonist,MBNL1 CUG block,Menin MLL FP TR,TCR act,Mito fusion act,Integrin act MD,S-ASM inh,PTAP TSG101 blk,A-T KAP1 phos,MLL CXXC-DNA inh
CCC(Oc1ccccc1F)C(=O)Nc1ccc2c(c1)n(C)c(=O)n2C (centres undefined),3,-4%,7%,3%,5%,16%,0%,-6%,-1%,-13%
O=C(c1nn2c(C(F)(F)F)cc(-c3cccs3)nc2c1Br)N1CCCc2ccccc21,-10,.,-3%,4%[46.1 µM],-17%,-38%,6%,0%,7%,7%
O=c1c(/C=C(\O)c2ccccc2)nc2ccccc2n1-c1ccccc1,-6,2%,.,1%,10%,4%,39%[activator],?,3%,?
CCCN(CCC)CC(O)COc1ccc2c(c1)OCO2 (centres undefined),3,0%,-1%,0%,-3%,32%,1%,0%,-4%,-3%
COc1cccc(CNC(=O)Cn2cccc2C(=O)c2ccccc2C)c1,37,4%,.,7%,-5%,-21%,0%,2%,0%,-4%
COc1cc(CN2CCCC(C(=O)c3ccc4c5c(cccc35)CC4)C2)cc(OC)c1O (centres undefined),-5,?,-6%,1%,0%,-65%[inhibitor],-2%,-7%,-3%,11%
COc1ccc(-n2nnnc2-c2ccccc2)cc1,5,7%,-2%,0%,-4%,-11%,-1%,-5%,2%,-3%
Fc1ccc(N2CCN(c3nc(-c4ccco4)cc(C(F)(F)F)n3)CC2)cc1,-15,-1%,-2%,1%,-3%,6%,-5%,-2%,3%,7%
COc1cccc(/C=C2/SC(=S)N(CC(=O)Nc3nnc(C)s3)C2=O)c1,0,-21%,18%,0%,4%,26%,-1%,-1%,21%,17%
CCn1c(CNC(=O)C23CC4CC(CC(C4)C2)C3)nnc1SCC(=O)Nc1nnc(C)s1,-4,4%,-2%,0%,-2%,-12%,1%,-3%,3%,-5%
Cc1ccccc1C(=O)N1CCC(C(=O)Nc2ccc(C(C)C)cc2)CC1,-41,-3%,.,3%,5%,14%,0%,2%,1%,14%
COc1ccc(S(=O)(=O)N2CCC(C(=O)N3CCc4ccccc4C3)CC2)cc1,12,-13%,-8%,0%,3%,3%,0%,-5%,1%,1%

Three compounds from above, arranged by formula weight, falling.
Structure,TSHR antagonist,MBNL1 CUG block,Menin MLL FP TR,TCR act,Mito fusion act,Integrin act MD,S-ASM inh,PTAP TSG101 blk,A-T KAP1 phos,MLL CXXC-DNA inh
COc1cc(CN2CCCC(C(=O)c3ccc4c5c(cccc35)CC4)C2)cc(OC)c1O (centres undefined),-5,?,-6%,1%,0%,-65%[inhibitor],-2%,-7%,-3%,11%
COc1ccc(S(=O)(=O)N2CCC(C(=O)N3CCc4ccccc4C3)CC2)cc1,12,-13%,-8%,0%,3%,3%,0%,-5%,1%,1%
O=c1c(/C=C(\O)c2ccccc2)nc2ccccc2n1-c1ccccc1,-6,2%,.,1%,10%,4%,39%[activator],?,3%,?

Screens (PubChem)
